# SK-BR-3 tox 24h = SK-BR-3 proliferation inhibitors. viability, % at 10 µM. 0.47% of 41,000 active. AID 847. SK-BR-3 viability, CellTiter-Glo ATP luminescence, 24 h; active compounds read low;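 active means viability at or below the median of all test compounds minus 3 SD, in both replicates if run twice, cut at about 45% in these data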;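 further: 100% = median untreated cell wells and 0% = median positive control drug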
# An asterisk follows results filed as active; & = joins results of further samples. This is a subset; count on the stated rates, not on these rows.
SMILES,SK-BR-3 tox 24h
CC1(c2ccco2)NC(=O)NC1=O (configuration not stated),130
COc1ccc(N2C(=O)CN=C2Nc2cccc(C)c2C)cc1OC,101
COc1ccc(S(=O)(=O)Nc2ccc3c(c2)OCO3)cc1OC,96
Cc1ccc(-c2csc3nnc(SCC(=O)Nc4nsc(-c5ccccc5)n4)n23)cc1,73
CSc1nc(-c2ccccc2)nc2[nH]ccc(=O)c12,97
COc1ccc(S(=O)(=O)N(C)CC(=O)NC2CCCC2)cc1Cl,92
C#CC(C)(C)NC(=O)c1ccccc1OC,77
CN1CCCc2cc3c(C(F)(F)F)cc(=O)oc3nc21,103
OC(COc1cccc(OCC(O)CN2CCOCC2)c1)CN1CCOCC1 (configuration not stated),85&103
CC(=O)Cc1nsc(NC(=O)c2ccc(COc3ccccc3)o2)n1,125
O=C(NCc1cccnc1)C1CC(=O)N(c2ccc(Cl)cc2)C1 (configuration not stated),94
Cc1[nH]nc2c1C(CCc1ccccc1)C(C#N)=C(N)O2 (configuration not stated),81
Cc1cc(C(=O)NCCC2=CCCCC2)c(C)o1,86
Cn1c(NCc2ccco2)nc2c1c(=O)n(Cc1ccc(Cl)cc1Cl)c(=O)n2C,86
COc1ccc(-c2c3c(=O)n(C)c(=O)n(C)c3cn2C2CCCCC2)cc1,80
Cn1c(=O)c(=O)n(C)c2cc(S(=O)(=O)NCCc3ccccc3)ccc21,71
COc1ccc(OC)c(CN2CCN(C(=O)c3cccs3)CC2)c1,68
CSCCC(NC(=O)c1cc(CC(C)C)oc1C)C(=O)O (configuration not stated),83
Nc1c(C(=O)N2CCOCC2)sc(=S)n1-c1ccccc1,96
OCCSc1nncn1/N=C/c1c[nH]c2ccccc12,87

# Next section; it opens with the 4 that closed the last part.
SMILES,SK-BR-3 tox 24h
COc1ccc(OC)c(CN2CCN(C(=O)c3cccs3)CC2)c1,68
CSCCC(NC(=O)c1cc(CC(C)C)oc1C)C(=O)O (configuration not stated),83
Nc1c(C(=O)N2CCOCC2)sc(=S)n1-c1ccccc1,96
OCCSc1nncn1/N=C/c1c[nH]c2ccccc12,87
COc1ccccc1NC(=O)N1CCc2[nH]c3ccc(Cl)cc3c2C1,86
CN(C)c1ccc(C(=S)NCc2ccco2)cc1,79
Cc1cccc(-c2c3c(=O)n(C)c(=O)n(C)c3cn2-c2ccccc2O)c1,87
c1ccc(Nc2nc(N3CCCCC3)nc(N3CCNCC3)n2)cc1,105
COc1ccc(NC(=O)c2cncc(Br)c2)c(S(=O)(=O)N2CCOCC2)c1,125
O=C1CCC(=O)N1CN(C(=O)c1ccco1)c1ccccc1,106
CC(C)C(=O)Nc1ccc(Nc2ccccc2)cc1,86
CC(C)COc1ccc(C(=O)NCc2ccco2)cc1,96
O=C1CC(NCc2ccc3c(c2)OCO3)C(=O)N1CCc1ccccc1 (configuration not stated),93
CN(C)c1ccc(C2=NOC(CN3C(=O)c4ccccc4S3(=O)=O)C2)cc1 (configuration not stated),92
COc1cccc(OCCn2ccnc2)c1,88
O=C(O)Cn1cc(C(=O)C2CC2)c2ccccc21,95
CC1(C)Oc2ccc(C(=O)NC3CC3)cc2N(CC(=O)N2CCOCC2)C1=O,86
O=C(Cc1c(F)cccc1Cl)Nc1ccon1,81
Cc1c(NC(=O)c2cnn3cccnc23)c(=O)n(-c2ccccc2)n1C,99
CCN(CC)C(=O)CSc1nc2ncccc2[nH]1,116
CCOC(=O)C1CCCN(C(=O)Cc2c(C(=O)O)[nH]c3ccccc23)C1 (configuration not stated),48
Cc1nnc(NCCN2CCOCC2)[nH]c1=O,107
Cc1cc2n(n1)C(c1ccsc1)Nc1ccccc1-2 (configuration not stated),98
CCCCOc1ccc(/C=c2\sc3ncnn3c2=O)cc1,102
COC(=O)c1ccc(NC(=O)CSc2nnc(CNc3ccc(F)cc3)n2C)cc1,84
CCOC(=O)CNC(=O)CSc1nnc(-c2ccco2)n1N,74
CCOc1ccc(C(C)C)cc1S(=O)(=O)Nc1ccc(Cl)cn1,94
Cc1ccc2oc(C(=O)NCc3ccc4c(c3)OCO4)c(C)c2c1,91
COCc1cc(=O)[nH]c(Nc2nc3ccccc3o2)n1,112
COc1ccc(S(=O)(=O)N(C)CC(=O)Nc2ccccc2OC)cc1C,87
O=C(C1CC2CCC1C2)N1CCN(Cc2ccc3c(c2)OCO3)CC1 (configuration not stated),70
O=C1CC(C(=O)Nc2ccccc2)N=C(N2CCCCC2)N1 (configuration not stated),100
COCC(=O)Nc1ccccc1NC(C)=O,98
COc1cccc(Oc2ccc(N)cc2)c1,95
CCC(CC)C(=O)Nc1cccc(C(=O)Nc2ccc3c(c2)OCO3)c1,95
CCOC(=O)CSc1nccc(N(C)C)c1C#N,91
CCn1cnc2sc(-c3ccccc3)cc2c1=O,93
COC(=O)c1cc(Br)c(=O)n(CCC2=CCCCC2)c1,90
COc1ccc(CC(=O)N2CCCc3ccccc32)cc1OC,101
CC(=O)Nc1cc(C(F)(F)F)ccc1N1CCOCC1,105
COc1ccc(C(=O)Nc2cc(OC)cc(OC)c2)cc1,76
COC(=O)C1CCCN1C(=O)C1CCCN1C(=O)CNC(=O)OCc1ccccc1 (configuration not stated),62
CC(C)CCOc1ccc(C(=O)O)cc1,75
O=C(CSc1nnnn1-c1ccc2c(c1)OCO2)NCc1ccccc1,101
COC(=O)CN(c1c(C)cccc1C)S(C)(=O)=O,95
CC(=O)Nc1ccc(S(=O)(=O)N2CCCCC2c2cccnc2)cc1 (configuration not stated),98
CCOC(=O)c1[nH]c2ccc(OC)cc2c1C,86
C/C(=N\O)C(=O)NCCCNCCCN(C)C,82
Cc1ccc2nc(-c3ccccn3)oc2c1,105
COc1ccc(OC)c(NC(=O)CCN2CCC(C)CC2)c1,111
CSc1ccccc1C(=O)Nc1cccc(C(C)O)c1 (configuration not stated),90
COc1ccc(-c2nnn(CC(=O)c3ccccc3)n2)cc1OC,63
CCn1cnc2sc(C(=O)N3CCN(c4ccc(OC)cc4)CC3)c(C)c2c1=O,75
CS(=O)(=O)N(CC(=O)NCCSc1ccc(Cl)cc1)c1ccc2c(c1)OCO2,71
# Further structures:
SMILES,SK-BR-3 tox 24h
Nc1nnnn1N=C1CCCCC1,82
COc1ccccc1N(CN1CCCC1=O)C(=O)c1c(F)cccc1F,88
COc1cc(C2C(C#N)=C(C)NC3=C2C(=O)c2ccccc23)cc(OC)c1OC (configuration not stated),85
CC(O)CNc1nc2c(c(=O)n(C)c(=O)n2C)n1Cc1cccc(Br)c1 (configuration not stated),86
O=C(NCc1ccco1)c1ccc(COCC(F)(F)F)cc1,76
CCOC(=O)N1CCN(S(=O)(=O)c2c(C)[nH]c(=O)[nH]c2=O)CC1,73
Cc1ccc(S(=O)(=O)N2CCCN(S(=O)(=O)c3ccc(C)cc3)CC2)cc1,81
CC1=C(C(=O)OCC2CCCO2)C(c2ccncc2)C2=C(CCCC2=O)N1 (configuration not stated),96
CCOC(=O)N1CCC(NC(=O)C2CCCN2C(=O)OCc2ccccc2)CC1 (configuration not stated),83
COc1cccc(C(=O)CSc2nnc(-c3ccco3)n2CC2CCCO2)c1 (configuration not stated),93
CCCCNc1c(C(=O)OCC)c(=O)[nH]c2ccccc12,88
O=C(CCCCn1c(=O)c2ccccc2n(CC(=O)Nc2ccc(F)cc2)c1=O)NCc1ccco1,80
O=C(Nc1ccc2c(c1)OCO2)C1Cc2ccccc2CN1S(=O)(=O)c1cccs1 (configuration not stated),92
O=C(Cc1ccccc1)Nc1ccc(NC(=O)C2CC2)nc1,88
CC(=O)C(C(C)=O)C(NC(=O)c1cccnc1)(C(F)(F)F)C(F)(F)F,99
CSCCC1C(C#N)=C(N)Oc2n[nH]c(-c3cccs3)c21 (configuration not stated),128
c1ccc2c(c1)Cc1cc(CN3CCOCC3)ccc1-2,80
CNC(=O)CN(C1CCCCC1)S(=O)(=O)c1ccc(OC)c(Cl)c1,109
Nc1nc(SCC(=O)C23CC4CC(CC(C4)C2)C3)n[nH]1,97
O=C(CN1CCCC1=O)NC1(C(F)(F)F)NC(=O)N(Cc2ccccc2)C1=O (configuration not stated),95
CCn1c2ccccc2c2cc(NC(=O)c3ccco3)ccc21,87
CCn1c(SCC(=O)NCc2ccco2)nnc1-c1ccc(N)cc1,84
COc1ccc2[nH]cc(C(=O)CN3CCN(C/C=C/c4ccccc4)CC3)c2c1,85
COCCn1c(C)cc(C(=O)CSc2nnc(C)s2)c1C,112
O=C(NCCCN1CCCCC1)c1ccc2c(c1)NC(=O)C(N1CCCCC1)S2 (configuration not stated),88
COC1(OC)N=C(N)C2(C#N)C(c3ccc(C)cc3)C12C#N (configuration not stated),81
COc1cccc(NC(=O)CSc2ccccn2)c1,94
CN(C)C(=O)Cn1c(SCC(=O)NC2CCCCC2)nc2ccccc21,105
O=C(O)CC(SCc1ccc(C(=O)O)o1)C(=O)O (configuration not stated),102
COc1ccc(C(=O)n2c(-c3ccco3)nc3ccccc32)cc1,109

# Retrieved one by one from above:
SMILES,SK-BR-3 tox 24h
CCn1c(SCC(=O)NCc2ccco2)nnc1-c1ccc(N)cc1,84
O=C(CSc1nnnn1-c1ccc2c(c1)OCO2)NCc1ccccc1,101
C/C(=N\O)C(=O)NCCCNCCCN(C)C,82
CCN(CC)C(=O)CSc1nc2ncccc2[nH]1,116
Cc1[nH]nc2c1C(CCc1ccccc1)C(C#N)=C(N)O2 (configuration not stated),81
O=C(C1CC2CCC1C2)N1CCN(Cc2ccc3c(c2)OCO3)CC1 (configuration not stated),70
COc1ccc(OC)c(NC(=O)CCN2CCC(C)CC2)c1,111
CCn1cnc2sc(-c3ccccc3)cc2c1=O,93
Cc1c(NC(=O)c2cnn3cccnc23)c(=O)n(-c2ccccc2)n1C,99
COC(=O)C1CCCN1C(=O)C1CCCN1C(=O)CNC(=O)OCc1ccccc1 (configuration not stated),62
CCn1cnc2sc(C(=O)N3CCN(c4ccc(OC)cc4)CC3)c(C)c2c1=O,75
COc1ccc(OC)c(CN2CCN(C(=O)c3cccs3)CC2)c1,68

# New compounds follow:
SMILES,SK-BR-3 tox 24h
O=C1c2[nH]nc(-c3ccccc3O)c2C(c2cccc(Cl)c2)N1CC1CCCO1 (configuration not stated),77
O=C(NCc1ccccc1F)c1cccs1,88
CCc1nnc(NC(=O)CCC(=O)NCC2CCCO2)s1 (configuration not stated),94
Cc1nc2[nH]c(=O)c3c(n2n1)NC1=C(C(=O)CC(C)(C)C1)C3c1ccccc1 (configuration not stated),96
COc1ccc(CC(=O)N2CC(=O)N(CCc3ccccc3)C(=O)C2)cc1,75
O=P(O)(c1ccccc1)c1ccccc1O,94
CCOc1cc(C2NC(=O)N(C)C(C)=C2C(=O)OC)cc(Br)c1O (configuration not stated),67
COC(=O)Cn1cc(C(=O)OC)cc(Br)c1=O,87
CC(C)CNC(=O)c1cc(-c2ccco2)on1,96
Cc1cc(C)cc(NS(=O)(=O)c2ccc3[nH]c(=O)[nH]c3c2)c1,95
C=CCn1c(SCC(=O)N2CCN(C(=O)c3ccco3)CC2)nc2sc(CC)cc2c1=O,65
Nc1nc(CN2CCN(Cc3ccc4c(c3)OCO4)CC2)nc(Nc2ccccc2)n1,83
O=S(=O)(NCCC1=CCCCC1)c1cccc(S(=O)(=O)N2CCOCC2)c1,83
CCCc1ccc(Oc2c(-c3ccc(O)c(C)c3O)n[nH]c2C)cc1,86
CSc1ccccc1C(=O)NCCSC(C)(C)C,96
N=c1n(Cc2ccc(Cl)cc2)c2ccccc2n1CC(O)c1ccco1 (configuration not stated),74
O=C(Nc1ccc(O)cc1C(=O)O)c1ccc2c(c1)C(=O)N(Cc1ccco1)C2=O,109
COc1ccccc1C(=O)N1CCNC(=O)C1CC(=O)Nc1ccc(Cl)cc1 (configuration not stated),84
O=C(Nc1cccc2ncccc12)c1ccc2c(c1)OCCO2,105
CC1(C)CC(=O)c2sc(N)nc2C1,104
CCCNC(=O)Nc1cc(OCC)c(N2CCOCC2)cc1OCC,98
Cc1c(N(C)C(=O)C2CCCN2S(=O)(=O)c2ccccc2)c(=O)n(-c2ccccc2)n1C (configuration not stated),71
COC(=O)c1ccccc1NC(=O)CN(C)S(=O)(=O)c1cc(C)ccc1OC,92
CCOc1ccc(-n2c(SCC)nc3c(c2=O)SCC3)cc1,75
CCOC(=O)Nc1ccc2c(c1)N(C(=O)CN(CC)CC)c1ccccc1C=C2,118
Cc1cc(=O)[nH]c(SCC(N)=O)c1C#N,121
CC1(C)NC(=O)N(CCOCCSc2ccccc2)C1=O,93
O=C(O)CSc1nnc(-c2cc3ccccc3o2)n1-c1ccccc1,90
CCOC(=O)Cc1ccc(NS(=O)(=O)c2ccc(SC)cc2)cc1,102
COc1ccc(CN(C(=O)CN2C(=O)C(C)Oc3ccccc32)C2CCCC2)c(OC)c1 (configuration not stated),66
Cc1cc(Cl)c(S(=O)(=O)NCc2cccnc2)cc1OCC(N)=O,99
Cc1ccc(C)c(N(CC(=O)NCCSCc2ccco2)S(C)(=O)=O)c1,88
CS(=O)(=O)N(CC(=O)NCC1CCCO1)Cc1ccc(Cl)cc1 (configuration not stated),95
Cc1c(N(C)C(=O)c2ccccc2F)c(=O)n(-c2ccccc2)n1C,78
O=C(CCCOc1ccccc1)Nc1nncs1,81
CCOC(=O)C1CCN(S(=O)(=O)c2nc3nc(C)cc(C)n3n2)CC1,76
COCCNC(=O)C(c1cccs1)N(C(=O)Cn1nnc2ccccc21)c1cccc(C)c1 (configuration not stated),81
CCOC(=O)c1ccccc1NC(=O)COC(=O)C1=COCCO1,91
CCOC(=O)C1CCCn2c1nc1sc3c(c1c2=O)CCCC3 (configuration not stated),99
COc1ccc(S(=O)(=O)N2CCCN(CCC(=O)Nc3cccc(C(F)(F)F)c3)CC2)cc1,86
CN1C(=S)SC(C)(NO)C1(C)C (configuration not stated),99
CC(C)Sc1nc2c(c(=O)[nH]c(=O)n2C)n1C,92

# Source: PubChem BioAssay
